Cdc25B inh = human M-phase inducer phosphatase 2 inhibition. P30305. recombinant Cdc25B, OMFP fluorescence Ex485/Em525. hit rate 0.1% among 65,000. inhibition, %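 (compounds tested at 10 µM final in the well)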; in the data active means inhibition above about 50%
FXIIa inh mix = factor XIIa (human) inhibition, mixture screen. AID 684. hit rate 0.2% among 62,000. inhibition, % at 5 µM. purified FXIIa, fluorogenic substrate, pooled mixtures;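 further: 0% = enzyme without compound and 100% = no enzyme blank; some results filed as inactive read as strong as hits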
JNK3 blocker = inhibitors of human JNK3 kinase. inhibition, % at 8 µM. AID 746. purified JNK3 kinase activity, HTS. hit rate 0.61% among 60,000; in the data active means inhibition above about 17%;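 further: 0% = DMSO and 100% = reference inhibitor; many of its hits are not listed in these tables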
DUSP1 inh = inhibitors of human MKP-1 phosphatase | hit rate 0.15% among 65,000 | AID 374 | recombinant MKP-1, OMFP hydrolysis fluorescence | inhibition, %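 (compounds tested at a single concentration somewhere between 10 and 100 µM)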;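 active means inhibition above about 50%, limit read from the data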;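 further: 0% = DMSO max control wells and 100% = wells with enzyme stopped by NaOH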
Target sequence (P28562 whole entry, looked up): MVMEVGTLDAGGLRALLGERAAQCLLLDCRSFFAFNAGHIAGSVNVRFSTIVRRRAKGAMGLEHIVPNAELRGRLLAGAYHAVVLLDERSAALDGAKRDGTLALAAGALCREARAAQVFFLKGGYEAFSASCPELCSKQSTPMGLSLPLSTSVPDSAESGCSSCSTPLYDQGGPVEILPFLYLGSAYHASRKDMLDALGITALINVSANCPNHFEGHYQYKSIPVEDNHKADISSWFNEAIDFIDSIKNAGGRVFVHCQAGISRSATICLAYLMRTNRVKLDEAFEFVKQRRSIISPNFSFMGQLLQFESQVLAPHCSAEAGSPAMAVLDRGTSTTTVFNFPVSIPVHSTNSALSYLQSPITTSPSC
Hsp90 inh = displaces geldanamycin probe from tumor Hsp90. P07900. NCI-N417 lysate Hsp90, Cy3B-geldanamycin FP displacement. inhibition, % at 30 µM. hit rate 0.35% among 64,000;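 active means inhibition above 50%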;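 further: 0% = tracer plus lysate wells and 100% = tracer alone without lysate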
A340 absorber = compound absorbs light at 340 nm; fold change at 10 µM; compound absorbance at 340 nm, fold over control; 65,000 tested, under 10 active;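 active means at 10 µM dose, initial 340 nm absorbance at least 2 fold that of control wells; inactive means change under 2 fold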;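 further: initial absorbance extrapolated from kinetic A340 decline of NADH oxidation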
AP ELISA ortho = orthogonal test for alternative complement pathway inhibitors | AID 1235 | inhibition, % at 5 µM | hit rate 0.08% among 62,000 | Human serum alternative complement pathway, LPS-coated ELISA, C3 deposition; tested in compound mixtures;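 active means inhibition above 30% in each of the two pooled mixtures holding the compound, so the lower value exceeds 30%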;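 further: 0% = serum in Mg-EGTA without compound and 100% = EDTA serum blank; some compounds past the cut are filed as inactive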
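Test system: human serum alternative complement pathway, C3 deposition on LPS-coated wells; also added: Plate-bound LPS; doses: 5 µM per compound in ten-compound mixtures; schedule: 1 h at 37 °C; detection: Anti-C3 ELISA, OD 450 nm; evaluation: percent inhibition of C3 deposition onto LPS; repeats: two pool placements per compound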
FXIa inh mix = blocks human factor XIa in pooled compound mixtures; P03951; purified FXIa, fluorogenic substrate; inhibition, % at 5 µM; hit rate 0.19% among 62,000; AID 680;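 further: each value is inhibition by a whole ten-compound pool holding the compound; 0% = enzyme with no mixture and 100% = wells lacking enzyme; strong numbers were not always called active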
Target sequence (P03951 19-387 limits assumed): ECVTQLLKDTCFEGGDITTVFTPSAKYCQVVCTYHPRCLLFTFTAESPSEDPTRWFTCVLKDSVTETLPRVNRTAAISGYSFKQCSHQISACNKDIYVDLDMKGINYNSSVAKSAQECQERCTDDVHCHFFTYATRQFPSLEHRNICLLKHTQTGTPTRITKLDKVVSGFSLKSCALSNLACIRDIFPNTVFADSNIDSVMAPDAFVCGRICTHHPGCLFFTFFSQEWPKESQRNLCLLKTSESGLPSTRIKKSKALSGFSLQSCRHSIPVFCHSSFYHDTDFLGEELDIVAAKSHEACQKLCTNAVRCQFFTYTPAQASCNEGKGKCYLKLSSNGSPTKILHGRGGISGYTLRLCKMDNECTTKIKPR
Target sequence (P03951 388-625 limits assumed): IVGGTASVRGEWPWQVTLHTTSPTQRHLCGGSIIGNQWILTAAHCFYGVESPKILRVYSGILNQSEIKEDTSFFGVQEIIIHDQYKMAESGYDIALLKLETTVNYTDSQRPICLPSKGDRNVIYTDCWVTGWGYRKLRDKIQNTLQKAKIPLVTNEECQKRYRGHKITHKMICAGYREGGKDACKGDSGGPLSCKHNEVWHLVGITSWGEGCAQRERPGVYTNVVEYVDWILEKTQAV
MMP-13 inhibitor = inhibitors of human MMP13 | P45452 | AID 570 | inhibition, % at 4 µM | MMP-13 fTHP FRET cleavage, Mca fluorescence | hit rate 0.07% among 65,000;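 active means inhibition above the mean of compound-free control plate wells plus 3 SD, cut at about 14% in these data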;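 further: 0% = DMSO wells and 100% = wells with reference MMP-13 inhibitor after basal subtraction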
Numbers without * were called inactive; · = no result given; [ ] = dose if it differs, or a comment. Unless noted, no stated cut-off is given here; in the data, active means inhibition above about 20% (passing the limit was not always enough); inactive means the rest. Compounds were not picked by outcome; any-hit rate near 1.5%.

Start of the listing, in advance, 6 compounds:
nr | Compound | Cdc25B inh | FXIIa inh mix | JNK3 blocker | DUSP1 inh | Hsp90 inh | A340 absorber | AP ELISA ortho | FXIa inh mix | MMP-13 inhibitor
1 | COc1ccc(C(=O)Nc2cc(Cl)cc(Cl)c2)c(OC)n1 | 12 | 6 | -1 | 7 | 4 | 1.1 | 7 | 9 | -7
2 | COc1ccccc1C(=O)Nc1ccc(S(=O)(=O)N2CCCC2)cc1 | -6 | 7 | -5 | -5 | 0 | 0.98 | 17 | 6 | 2
3 | Oc1ccc(Nc2nc(-c3ccc(O)cc3)cs2)cc1 | 3 | -16 | 0 | 26 | 33 | 1 | -4 | 0 | 4
4 | COc1cc(C(=O)OCC(=O)NCc2ccco2)cc(OC)c1OC | -4 | 4 | 1 | 27 | -1 | 1 | 16 | 8 | -16
5 | COc1ccc(C(C)(C)C)cc1NC(=O)C1C2C=CC(C2)C1C(=O)O (stereo not given) | -1 | 0 | -7 | -5 | -1 | 0.98 | 13 | 5 | 2
6 | O=S(=O)(NCC1CCCO1)c1ccc2oc3ccc(S(=O)(=O)NCC4CCCO4)cc3c2c1 (stereo not given) | -10 | -1 | 7 | 7 | -8 | 1 | 1 | 13 | -1

Main list (from the top)
nr | Compound | Cdc25B inh | FXIIa inh mix | JNK3 blocker | DUSP1 inh | Hsp90 inh | A340 absorber | AP ELISA ortho | FXIa inh mix | MMP-13 inhibitor
1 | COc1ccc(C(=O)Nc2cc(Cl)cc(Cl)c2)c(OC)n1 | 12 | 6 | -1 | 7 | 4 | 1.1 | 7 | 9 | -7
2 | COc1ccccc1C(=O)Nc1ccc(S(=O)(=O)N2CCCC2)cc1 | -6 | 7 | -5 | -5 | 0 | 0.98 | 17 | 6 | 2
3 | Oc1ccc(Nc2nc(-c3ccc(O)cc3)cs2)cc1 | 3 | -16 | 0 | 26 | 33 | 1 | -4 | 0 | 4
4 | COc1cc(C(=O)OCC(=O)NCc2ccco2)cc(OC)c1OC | -4 | 4 | 1 | 27 | -1 | 1 | 16 | 8 | -16
5 | COc1ccc(C(C)(C)C)cc1NC(=O)C1C2C=CC(C2)C1C(=O)O (stereo not given) | -1 | 0 | -7 | -5 | -1 | 0.98 | 13 | 5 | 2
6 | O=S(=O)(NCC1CCCO1)c1ccc2oc3ccc(S(=O)(=O)NCC4CCCO4)cc3c2c1 (stereo not given) | -10 | -1 | 7 | 7 | -8 | 1 | 1 | 13 | -1
7 | O=C(CCS(=O)(=O)c1ccccc1)Nc1nc2c(s1)CCCC2 | -12 | 24 | -3 | -2 | -2 | 1 | 2 | 9 | 3
8 | CCOc1cc(N2CCOCC2)c(OCC)cc1NC(=O)Cn1[nH]c(=O)c2ccccc2c1=O | 4 | 4 | -7 | 28 | -1 | 1 | 17 | 11 | 0
9 | Cc1cc(C)n(-c2ccc(C(=O)OCC(=O)N(CC(C)C)C3CCS(=O)(=O)C3)cc2)n1 (stereo not given) | 1 | 5 | 1 | 43 | -2 | 1 | 5 | -1 | 1
10 | O=C(Cc1cccs1)N(Cc1ccco1)C1(C(=O)NC2CCCC2)CCCCC1 | -17 | -1 | · | 17 | · | 0.99 | 5 | 14 | -1
11 | CCCNC(=O)CCNC(=O)c1ccc(C(C)(C)C)cc1 | -18 | 1 | -7 | 22 | -3 | 1 | 14 | -9 | -7
12 | CCCOc1ccc(C2C(=O)N(C3CCCCC3)CC(=O)N2CCC)cc1OC (stereo not given) | 0 | 1 | · | 32 | 2 | 1 | -5 | 10 | 2
13 | CCCCS(=O)CC(CS(=O)CCCC)OC(=O)c1ccc(C)cc1 (stereo not given) | -10 | -16 | · | 14 | · | 1 | 15 | 2 | -1
14 | COc1ccccc1OCc1nc(C#N)c(NCc2ccco2)o1 | 4 | -20 | -3 | -13 | -4 | 1 | 5 | 2 | -1
15 | CCOC(=O)N1CCC(NC(=O)C2CCN(S(=O)(=O)c3cccc4cccnc34)CC2)CC1 | -5 | 8 | 4 | 4 | 0 | 1 | 4 | -17 | 2
16 | O=C(CCN1C(=O)c2ccccc2C1=O)NCCN1CCOCC1 | -20 | 1 | -1 | -6 | -1 | 0.99 | -9 | 1 | 2
17 | CCOc1ccc(N2C(=O)CC(Sc3nc(C)cc(C)c3C#N)C2=O)cc1 (stereo not given) | 4 | -16 | -3 | 29 | -1 | 1.1 | 12 | 1 | -5
18 | COc1ccc(-c2nsc3c(N4CCN(S(=O)(=O)c5ccccc5)CC4)ncnc23)cc1 | -8 | 3 | 7 | -11 | 0 | 1 | -6 | 0 | 3
19 | O=C(CNC(=O)C1CCCCC1)NCCCO | -9 | · | -9 | 5 | -3 | 1.1 | · | · | -2
20 | CC(C)(C)C1CCc2onc(C(=O)NC3CCCC3)c2C1 (stereo not given) | -15 | -1 | 0 | 7 | 0 | 0.99 | 0 | -6 | 2
21 | Cc1ccc2c(c1)c1c3n2CCN(C(=O)CN2CCN(C)CC2)C3CCC1 (stereo not given) | 9 | 7 | -3 | 1 | 9 | 0.99 | 15 | 2 | -14
22 | O=C(Cc1c(F)cccc1Cl)Nc1ccncc1 | 3 | -2 | 4 | 5 | -4 | 0.98 | -6 | 15 | -4
23 | COc1ccc(-n2c(Cc3cccn3C)nnc2SCC(=O)NCc2ccco2)cc1 | -8 | 0 | -2 | 18 | -3 | 1 | 15 | 9 | 1
24 | CC(=O)Nc1ccc(N2S(=O)(=O)c3ccccc3S2(=O)=O)cc1 | 6 | -13 | 5 | 1 | -4 | 0.98 | -1 | 9 | 6
25 | OC1(C(F)(F)F)CC(O)(C(F)(F)F)n2nc(-c3ccccc3)cc2N1 (stereo not given) | 7 | 4 | -3 | 12 | 0 | 1 | 18 | 6 | -6
26 | Cc1nnc(NC(=O)CCC(=O)N2CCN(CCc3ccccc3)CC2)s1 | 4 | 7 | 1 | -8 | -3 | 1 | 12 | -1 | 0
27 | COc1cc2c(cc1OC)C(C)N(C(=O)C1COc3ccccc3O1)CC2 (stereo not given) | 0 | 4 | 1 | 2 | 1 | 1.1 | -13 | 5 | -227
28 | CC(C)(C)n1nc2c(c1NC(=O)c1cccc(C(F)(F)F)c1)CS(=O)C2 (stereo not given) | 20 | 5 | 0 | 10 | -4 | 1 | -3 | 17 | 0
29 | COC(=O)C1=C(C)N=C2SC(C)C(=O)N2C1c1ccc(C(=O)OC)cc1 (stereo not given) | -15 | · | 3 | -24 | -2 | 1.1 | · | · | 5
30 | CCCc1c(O)nc(SCCN(CC)CC)n(C(=O)c2ccccc2)c1=O | -12 | 3 | 8 | -9 | -1 | 1 | 16 | 20 | 2
31 | COc1ccccc1/C=c1\sc2nc(-c3ccco3)nn2c1=O | 29 | 2 | 1 | 32 | -4 | 1.1 | 31 | 4 | 2
32 | O=C(c1ccc(N2CCOCC2)cc1)c1cccs1 | -13 | -3 | 5 | -2 | -5 | 1.1 | 13 | 0 | 0
33 | CCC(C)[C@H](NC(=O)NCc1cccc(OC)c1)C(=O)OC (stereo not given in full) | -3 | 8 | 1 | -33 | 1 | 1.1 | 11 | 1 | 4
34 | Cc1ccc(C(=O)CSC2=C(C#N)C(c3ccco3)CC(=O)N2)c(C)c1 (stereo not given) | 4 | 10 | -9 | 16 | -2 | 1.1 | -5 | 3 | -9
35 | O=C(Nc1ccc(S(=O)(=O)N2CCCCCC2)cc1)c1ccc(Br)o1 | -8 | 4 | 11 | 9 | -2 | 1 | 7 | -12 | -4
36 | COc1ccccc1-n1c(C)nnc1SCC(N)=O | -1 | 7 | -5 | -19 | -4 | 0.99 | 8 | 6 | -6
37 | COCCNC(=O)C(c1ccc(C)o1)N(C(=O)c1snc(C(N)=O)c1N)c1ccc(C)c(C)c1 (stereo not given) | -10 | -2 | 8 | 22 | -1 | 1 | 14 | 4 | -10
38 | O=c1[nH]cnc2nc(-c3ccccc3)c(-c3ccccc3)nc12 | -5 | 0 | -1 | 9 | -6 | 1.1 | -4 | -5 | -104[fluorescence artefact?]
39 | CCCCCOC(=O)CSc1nnc(-c2cc(OC)c(OC)c(OC)c2)o1 | -4 | 6 | 7 | -15 | 1 | 0.98 | 5 | 4 | -8
40 | O=C(NC1CCCCC1)N(Cc1nc2ccccc2c(=O)[nH]1)C1CCCCC1 | 20 | -1 | 3 | 5 | -1 | 0.99 | 8 | -21 | 3
41 | O=C1CC(c2ccc(F)cc2)Cc2nc(N3CCN(c4ccccc4)CC3)ncc21 (stereo not given) | 4 | 5 | -4 | -13 | 1 | 1 | -10 | 4 | -4
42 | O=C(CCCCn1c(=O)c2ccccc2n(Cc2ccc(F)cc2Cl)c1=O)NCc1ccco1 | 3 | 3 | · | 9 | -3 | 1 | 8 | 0 | -1
43 | COCC(C)NC(=O)c1cc(-c2ccc(O)cc2)on1 (stereo not given) | -7 | -4 | -2 | 2 | -2 | 1.1 | 14 | 12 | -7
44 | CCC(C(=O)Nc1cnccn1)c1ccccc1 (stereo not given) | -3 | 0 | 0 | -2 | 1 | 1.1 | -11 | -32 | 0
45 | COc1ccc(S(=O)(=O)N(C)CC(=O)NC2CC2)cc1 | 0 | -15 | 0 | -10 | -3 | 1 | 3 | -5 | 3
46 | CC(C)=C(NC(=O)c1ccccc1)C(=O)N1CCOCC1 | 3 | 3 | 3 | 7 | -1 | 1 | 15 | 6 | -1
47 | CC1CCCc2sc3nc(N4CCN(CCO)CC4)n4ncnc4c3c21 (stereo not given) | 0 | 1 | -2 | 5 | -3 | 1 | -3 | -13 | -3
48 | CC(C#N)Sc1nc2ccccc2c(=O)n1-c1ccccc1 (stereo not given) | -7 | -7 | -3 | -6 | -4 | 1 | 8 | 6 | 0
49 | COc1cccc(OC)c1C(=O)Nc1cccc(C(C)=O)c1 | -1 | -1 | -4 | -6 | 0 | 0.99 | 6 | 7 | 3
50 | CC(=O)Cc1nsc(NC(=O)c2ccc(-c3ccccc3Cl)o2)n1 | 2 | · | 2 | 5 | -7 | 1.3 | · | · | -11

New compounds follow:
nr | Compound | Cdc25B inh | FXIIa inh mix | JNK3 blocker | DUSP1 inh | Hsp90 inh | A340 absorber | AP ELISA ortho | FXIa inh mix | MMP-13 inhibitor
51 | Cc1nc(SCC#N)c2c(C)c(C)sc2n1 | -9 | 9 | 1 | -13 | -6 | 0.99 | 3 | 9 | -1
52 | CCCCCn1c(Sc2ncccn2)nc2c1c(=O)[nH]c(=O)n2C | 1 | · | -1 | 1 | -9 | 1 | · | · | 3
53 | CC1(C)Cc2c(c(=S)nc(-c3ccccc3)n2CCN2CCOCC2)CO1 | -8 | 1 | 4 | 5 | -6 | 1.2 | -18 | 0 | 6
54 | COc1cc(C2Nc3ccc4ncccc4c3C3=C2C(=O)CCC3)cc(OC)c1O (stereo not given) | -2 | 0 | 2 | 13 | 4 | 1.1 | -1 | 3 | 5
